Bioassay records deposited in PubChem BioAssay by National Center for Advancing Translational Sciences (NCATS).
HEK293 tox: kills HEK 293 cells; Potency, µM (doses to about 115 µM), for the others: at the top dose activity change, negative = cytotoxicity, usual class: inhibitors; AID 1345083; HEK 293 viability, ATP luminescence (CellTiter-Glo), 48-72 h; 94,000 compounds, 6.6% hits; also: potency is read from the fitted curve at half-maximal effect; nearly all actives have a fitted effect of over 60% in size
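HEK 293 seeded at 250 cells/well receive compound via pintool. After 48 or 72 hr at 37 degree Celsius, 5% CO2 and 95% humidity, CellTiter-Glo is dispensed and luminescence read following 10 min at room temperature.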
3T3 cytotox: kills NIH 3T3 cells. NIH 3T3 viability, CellTiter-Glo ATP luminescence, 48-72 h. 94,000 compounds, 4.3% hits. Potency, µM (top dose mostly 96.7 µM), without a hit: at the top dose activity change, negative = cytotoxicity, hits mostly inhibitors; also: potency is read from the fitted curve at half-maximal effect; nearly all actives have a fitted effect of over 55% in size
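ATP-dependent luminescence (CellTiter-Glo) served as the viability signal for NIH 3T3 cells treated with compound for 48 or 72 hr at 37 °C.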
Luciferase inh: inhibitors of firefly (Photinus pyralis) luciferase. P08659. purified P. pyralis luciferase, luminescence, biochemical. Potency, µM (titrated, usually from 115 µM), without a hit: at the top dose activity change, negative = inhibition, actives largely listed as inhibitors. 76,000 compounds, 2.5% hits. AID 1347043; also: potency is read from the fitted curve at half-maximal effect; nearly all actives have a fitted effect of over 65% in size
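Luminescence read by CCD imaging after purified firefly luciferase (10nM final) was added to substrate buffer holding 10uM D-luciferin and 10uM ATP, pH 7.5, pre-dosed with compound.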
IP6K1 inh: IP6K1 kinase inhibition | Q92551 | 140,000 compounds, 0.81% hits | activity change, % (series mostly up to about 58 µM) | AID 1645851 | IP6K1 kinase, ADP-Glo luminescence, 2 h; hits give low values; in the data active = activity change below about -25%
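ADP-Glo luminescence measures ADP made by human IP6K1 during a 2 h RT reaction with ATP/IP6 (mix at 1.3 mM/130 uM); top library doses 57.5 and 19.1 uM final.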
GPT2 inh: GPT2 alanine aminotransferase inhibition | Q8TD30 | Recombinant GPT2, coupled pyruvate oxidase/HRP Amplex Red fluorescence | Potency, µM (highest dose often 57.7 µM), inactives show at the highest dose activity change, negative = inhibition, actives largely listed as inhibitors | 100,000 compounds, 0.25% hits | AID 1671188; also: potency is read from the fitted curve at half-maximal effect; nearly all actives have a fitted effect of over 60% in size; many of its hits are not listed in these tables
Target sequence (Q8TD30 whole entry, looked up): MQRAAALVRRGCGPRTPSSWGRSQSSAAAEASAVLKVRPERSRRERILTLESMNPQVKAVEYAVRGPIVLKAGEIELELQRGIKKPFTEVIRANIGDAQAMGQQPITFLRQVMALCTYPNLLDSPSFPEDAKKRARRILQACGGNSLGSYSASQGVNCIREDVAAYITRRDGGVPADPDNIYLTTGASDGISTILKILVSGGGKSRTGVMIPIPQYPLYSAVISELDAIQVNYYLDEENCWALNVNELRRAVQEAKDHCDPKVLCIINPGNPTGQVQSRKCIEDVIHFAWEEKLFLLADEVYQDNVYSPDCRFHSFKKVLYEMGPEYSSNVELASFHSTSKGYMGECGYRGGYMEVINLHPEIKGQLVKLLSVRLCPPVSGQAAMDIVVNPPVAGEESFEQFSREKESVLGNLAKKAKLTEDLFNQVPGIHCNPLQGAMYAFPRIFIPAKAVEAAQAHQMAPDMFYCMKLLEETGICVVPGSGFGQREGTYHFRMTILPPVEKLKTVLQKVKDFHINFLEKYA
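Fluorescence read-out: pyruvate from GPT2 turnover coupled to pyruvate oxidase, HRP and Amplex Red (0.2mM ThPP, 0.2U/mL PO and HRP, 50uM Amplex final). Substrates 250uM a-KG, 2mM L-alanine; enzyme 10ng/uL; 30 min RT.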
SNCA viab count: cell viability loss counter-screen; HEK-293-SNCA-luc viability, GF-AFC fluorescence, 24 h; Potency, µM (top dose mostly 57.1 µM), without a hit: at the highest dose activity change, negative = cytotoxicity, most hits filed as cytotoxic; 150,000 compounds, 0.12% hits; AID 1671193;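 also: potency is read from the fitted curve at half-maximal effect; 0% = DMSO-treated cells and -100% = medium-only wells without cells; nearly all actives have a fitted effect of over 30% in size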
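Cytotoxicity counterscreen: after 24 h compound treatment of genome-edited SNCA-luciferase HEK-293 cells, live-cell protease substrate GF-AFC read by fluorescence after 30 min; activity scaled between DMSO (0%) and medium-only (-100%), curves Hill-fitted.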
SNCA expr inh: reduces expression of the alpha-synuclein gene; HEK-293 SNCA-luciferase knock-in, luminescence, 24 h; Potency, µM (series often up to 57.2 µM), inactives show top-dose activity change, negative = inhibition, usual class: inhibitors; 140,000 compounds, 0.17% hits; AID 1671194;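 also: potency is read from the fitted curve at half-maximal effect; plate controls were DMSO cells for no effect and cell-free wells for full effect; nearly all actives have a fitted effect of over 45% in size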
* marks the source's active call; other numbers are inactive results; i = inactive; ? = inconclusive; . = no result given; [ ] = dose if it differs, or a comment. Unless noted, calls follow the shape of the dose curve; as a rule, active = well fitted curve in the direction sought with a large enough effect; inconclusive = small, poorly fitted or top-dose-only effect, or another doubt; inactive = no such curve, though single readings can be large; an effect the other way counts as inactive or inconclusive. Unless noted, % is scaled to controls: 0 for no effect and ±100 for the full control effect. This is a subset; rates above refer to the full screens.

item	Compound	HEK293 tox	3T3 cytotox	Luciferase inh	IP6K1 inh	GPT2 inh	SNCA viab count	SNCA expr inh
1	O=C([C@H]1CCCN1C(=O)c1ccc(Cl)nc1)N1CCCC(c2nc3ccncc3[nH]2)C1 (stereo partly drawn)	-4%	-26%	.	7	i	-8%	0%
2	COCCOCC(=O)N1CCC2(CC1)c1[nH]c3ccccc3c1CCN2C	-4%	?	-11%	-14	i	-6%[12.5 µM]	-1%
3	Cc1noc(C)c1[S+](=O)([O-])N1CCN(Cc2ccccc2-c2cccnc2)CC1	?	?	.	14	4%	-2%[12.5 µM]	?
4	COCCNC(=O)[C@H]1C[C@H](Oc2ccccc2)CN1C(=O)NCCc1ccccc1	-4%	-12%	-4%	10	-24%	-6%	9%
5	Cc1ccccc1NC(=O)CSc1nnc(C)c(=O)[nH]1	.	.	.	-12	.	14%	-6%
6	CC(=O)c1cccc(NC(=O)c2cccn2-c2nnc(N3CCCCC3)s2)c1	.	.	.	4	.	?	14%
7	CCC1Oc2ccc(NC(=O)CC(C)(C)C)cc2CN(Cc2ccc(F)cc2)C1=O (stereo not drawn)	?	?	-11%	-6	-11%	2%	-9%
8	CCc1ccc(NC(=O)c2ccc(CNS(=O)(=O)c3ccc4c(c3)C(C)(C)C(=O)N4C)cc2)cc1	.	.	.	5	.	-2%	-20%
9	CC(C)c1ccc(CNc2nc(-c3ccco3)nn2S(=O)(=O)c2ccc3ccccc3c2)cc1	.	.	.	-7	.	7%	109%[activator]
10	COc1ccc(-c2ccccc2C(=O)N2CCCC2)nn1	-3%[172 µM]	3%[138 µM]	.	13	.	.	.
11	COc1ccccc1NC(=O)C(Cc1ccccc1)NS(=O)(=O)c1ccc2c(c1)CCN2C(C)=O (stereo not drawn)	.	.	.	17	.	1%	-14%
12	CC(=O)c1ccc(O[C@@H]2O[C@H](CO[C@@H]3OC[C@@H](O)[C@H](O)[C@H]3O)[C@@H](O)[C@H](O)[C@H]2O)cc1	.	.	.	6	i	4%[23.9 µM]	.
13	CC(=O)Nc1ccc(Nc2ncnc3c2cnn3C)cc1	.	.	.	-3	.	8%	241%[activator]
14	O=C(NCc1ccccc1)c1ccc(N2CC3CC(C2)[C@H]2CCCC(=O)N2C3)nc1 (stereo partly drawn)	-10%	?	5%	11	i	12%	-5%
15	FC(F)(F)c1cc(-c2ccccc2)nc2cc(-c3ccc(Br)cc3)nn12	.	.	.	10	.	-4%	28%
16	Cc1nc2cnccn2c1C(=O)NCc1ccccc1Cl	?	?	.	16	.	.	.
17	O=C1C(N2CCN(S(=O)(=O)c3cc(F)ccc3F)CC2)CCN1Cc1cccnc1 (stereo not drawn)	?	-25%	6%	16	i	15%	11%
18	C[C@]1(O)CCN(C(=O)c2ccc(-c3cnco3)cc2)C[C@@H]1O	-5%	-5%	-1%	5	i	6%	7%
19	COc1ccccc1CC(=O)Nc1ccc2c(N3CCCCC3)ncnc2c1	25µM*	?	-5%	-5	-3%	-4%	9%
20	Cc1cc(C)cc(C(=O)N2CCC(n3cc(-c4nc(-c5ccccc5)no4)nn3)C2)c1 (stereo not drawn)	?	?	?	15	3%	-21%	84%[activator]
21	CCOC(=O)Cn1c(=O)n(-c2ccccc2OC)c2nc(-c3cccc(F)c3)nc(C(N)=O)c21	.	.	.	10	.	-17%	?
22	CCn1ccc2cc(S(=O)(=O)N3CCC(C(=O)NCCc4ccccc4Cl)CC3)ccc21	.	.	.	1	.	?	-2%
23	CC1=C[C@@H](CNC(=O)CC(C)(C)C)[C@H](C(C)C)C[C@H]1CC(=O)O	-24%[172 µM]	-24%[138 µM]	-20%[172 µM]	3	5%[88.5 µM]	9%[87.6 µM]	5%[87.6 µM]
24	N#C/C(=C\c1ccc(-c2ccc(Br)cc2)o1)C(=O)Nc1ccccc1O	.	.	.	5	.	-3%	21%
25	CCCc1cc(=O)oc2cc(C)c3c(-c4cccc(OC)c4)coc3c12	.	.	.	-9	.	2%	-28%
26	Cc1ccccc1NC(=O)CSc1nc2ccc(NC(=O)c3ccco3)cc2s1	.	.	.	-8	.	1%	40%[activator]
27	COc1cc2c(cc1-c1ccco1)OCC(C)(C)CC2CO (stereo not drawn)	?	?	.	2	.	.	.
28	CCN1CCN(c2c(S(=O)(=O)c3ccccc3)cnc3ccc(Cl)cc23)CC1	.	.	.	-4	.	-10%	-18%
29	CC(NC(=O)COc1ccc(F)cc1)C(=O)N1CCN(c2ccccn2)CC1 (stereo not drawn)	10%	?	-4%	12	?	-12%	?
30	Cc1ccc(NC(=O)c2ccc3snnc3c2)cc1Cl	.	.	.	-3	.	-2%	64%[activator]
31	O=c1[nH]c(C2CCN(Cc3ccc(OC(F)(F)F)cc3)CC2)nn1Cc1ccccc1	0%	-14%	3%	14	1%	10%	40%[activator]
32	Cc1ccc2oc3c(c(=O)c2c1)C1(C(=O)N(C)c2ccccc21)N(CCCO)C3=O (stereo not drawn)	.	.	.	-18	.	2%	10%
33	Clc1ccc(-n2ncc3c(NC4CCCC4)ncnc32)cc1	.	.	.	22	.	-23%	-21%
34	CCOc1ccc(NC(=O)c2ccc(NC(=O)CCS(=O)(=O)c3cccs3)cc2)cc1	.	.	.	24	.	-19%	27%
35	CN(Cc1ccc(-c2ccccc2)cc1)C(=O)c1ccccc1	?	?	?	-7	i	2%[87.6 µM]	1%[87.6 µM]
36	CC(=O)NCC(=O)N1Cc2ccccc2CC2(CCCN2Cc2cccnc2)C1 (stereo not drawn)	-10%	-5%	.	2	i	6%	0%
37	CC1=C[C@@H](CNC(=O)c2ccccc2)[C@H](C(C)C)C[C@H]1CC(=O)N1CCOCC1	-11%[172 µM]	-2%[138 µM]	13%[172 µM]	-9	-6%[88.5 µM]	?	7%[87.6 µM]
38	CN(CC1(C)CCOCC1)C(=O)c1ccc2cc[nH]c2c1	?	-8%	-16%	6	2%	-10%	12%
39	COc1cccc(-c2cccc(C(=O)N3CCCC3C(=O)N3CCCC(C)C3)c2)c1 (stereo not drawn)	?	-18%	.	1	3%	-19%	4%
40	Cc1ccc2c(c1)C(=O)OC(C(=O)Nc1ncc(Cc3ccccc3Cl)s1)C2 (stereo not drawn)	.	.	.	25	.	6%	38%[activator]
41	O=C1NC2(CCN(C(=O)c3ccc4c(c3)OCO4)CC2)Oc2ccccc21	-26%	-28%	-9%	7	?	?	7%
42	O=S(=O)(c1cccnc1)N1CC(c2nc(CCOCC3CCOCC3)no2)C1	5%	-16%	-1%	5	4%	-17%	1%
43	CC(C)(C)CC(=O)NC1CCN(c2cnn(Cc3ccccc3)c(=O)c2)CC1	?	-22%	-2%	11	2%	-7%	-8%
44	C[S+](=O)([O-])N1CCC(c2nnc3n2C(C(=O)NC2CCCCCC2)CC3)CC1 (stereo not drawn)	-1%	?	.	-4	i	-3%	3%

Compounds shown so far that have fluorine, in the order listed:
item	Compound	HEK293 tox	3T3 cytotox	Luciferase inh	IP6K1 inh	GPT2 inh	SNCA viab count	SNCA expr inh
7	CCC1Oc2ccc(NC(=O)CC(C)(C)C)cc2CN(Cc2ccc(F)cc2)C1=O (stereo not drawn)	?	?	-11%	-6	-11%	2%	-9%
15	FC(F)(F)c1cc(-c2ccccc2)nc2cc(-c3ccc(Br)cc3)nn12	.	.	.	10	.	-4%	28%
17	O=C1C(N2CCN(S(=O)(=O)c3cc(F)ccc3F)CC2)CCN1Cc1cccnc1 (stereo not drawn)	?	-25%	6%	16	i	15%	11%
21	CCOC(=O)Cn1c(=O)n(-c2ccccc2OC)c2nc(-c3cccc(F)c3)nc(C(N)=O)c21	.	.	.	10	.	-17%	?
29	CC(NC(=O)COc1ccc(F)cc1)C(=O)N1CCN(c2ccccn2)CC1 (stereo not drawn)	10%	?	-4%	12	?	-12%	?
31	O=c1[nH]c(C2CCN(Cc3ccc(OC(F)(F)F)cc3)CC2)nn1Cc1ccccc1	0%	-14%	3%	14	1%	10%	40%[activator]
